Screens as filed in PubChem.
Pol eta inh: DNA polymerase eta (human) inhibition. recombinant Pol eta, fluorescent DNA replication assay. AID 588591. actives 1.2% (n = 390,000). Potency, µM (top dose mostly 114 µM), without a hit: at the highest dose activity change, negative = inhibition, hits mostly inhibitors; also: potency is read from the fitted curve at half-maximal effect; % is scaled to controls: 0 for no effect and ±100 for the full control effect
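Pol eta (10 nM) was preincubated with compounds for 15 min at room temperature, after which fluorescent replication substrate (50 nM final) was added to start the reaction. Fluorescence was read kinetically at 0 and 10 min.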
G9a block: blocks human histone lysine methyltransferase G9a; Potency, µM (doses to about 102 µM), for inactives: at the highest dose activity, negative = inhibition, most hits filed as inhibitors; Q96KQ7; actives 8.8% (n = 350,000); G9a H3K9 monomethylation, AlphaScreen, 2 h; also: potency is read from the fitted curve at half-maximal effect; % is scaled to controls: 0 for no effect and ±100 for the full control effect; nearly all actives have a fitted effect of over 75% in size
Target sequence (Q96KQ7 913-1193 limits assumed): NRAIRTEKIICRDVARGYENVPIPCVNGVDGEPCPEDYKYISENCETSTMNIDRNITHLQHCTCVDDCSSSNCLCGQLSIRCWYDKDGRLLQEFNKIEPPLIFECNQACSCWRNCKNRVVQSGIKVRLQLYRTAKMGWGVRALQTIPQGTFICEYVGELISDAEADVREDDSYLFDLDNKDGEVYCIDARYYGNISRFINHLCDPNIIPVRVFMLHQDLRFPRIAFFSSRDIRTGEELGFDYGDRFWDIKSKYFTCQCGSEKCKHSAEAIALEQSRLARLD
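Quantitative HTS format: methyltransferase activity on a biotin-tagged H3K9 peptide is measured by AlphaScreen, using a rabbit anti-monomethyl-H3K9 antibody with streptavidin donor and anti-IgG acceptor beads. Final levels are 20 nM enzyme, 500 nM peptide, 20 uM SAM; 2 h RT.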
PI4K2A inh: blocks human PI4K2A kinase activity; Q9BTU6; purified PI4K2A, ADP-Glo luminescence, 1 h; hits give low values; activity change, negative = inhibition, % at 76.9 µM; actives 0.13% (n = 420,000); AID 1346378; in the data active = activity change below about -50%; inconclusive = mostly about -30% to -49%;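 also: -100% = wells without enzyme as full effect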
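PI4K2A activity was measured by ADP-Glo luminescence: enzyme (4 ug/mL stock) and phosphatidylinositol (1.2 mM stock) in Tris pH 7.5/MgCl2/EGTA/Triton X-100 buffer were reacted with ATP (300 microM stock) for one hour at ambient temperature.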
BAZ2B inh: BAZ2B (human) inhibition | AlphaScreen BAZ2B-H3K14Ac peptide displacement | Potency, µM (doses to about 114 µM), without a hit: at the top dose activity change, negative = inhibition, hits mostly inhibitors | actives 4.4% (n = 360,000) | AID 504333; also: potency is read from the fitted curve at half-maximal effect; % is scaled to controls: 0 for no effect and ±100 for the full control effect; nearly all actives have a fitted effect of over 60% in size
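AlphaScreen displacement of biotin-H3(5-23)K14Ac peptide (50 nM final) from BAZ2B (50 nM final) in PBS pH 7.4, 0.01% Tween-20; complex preformed 30 min RT, then compounds (top 110 uM) 30 min RT, beads 20 min dark.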
HP1b binding inh: inhibitors of HP1-beta chromodomain binding to methylated histone tails | P83916 | AlphaScreen HP1-beta / biotin-H3K9me3 peptide binding | Potency, µM (top dose mostly 114 µM), for the others: at the highest dose activity change, negative = inhibition, usual class: inhibitors | actives 0.56% (n = 390,000); also: potency is read from the fitted curve at half-maximal effect; nearly all actives have a fitted effect of over 70% in size; inactives centre near 23
Target sequence (P83916 whole entry, looked up): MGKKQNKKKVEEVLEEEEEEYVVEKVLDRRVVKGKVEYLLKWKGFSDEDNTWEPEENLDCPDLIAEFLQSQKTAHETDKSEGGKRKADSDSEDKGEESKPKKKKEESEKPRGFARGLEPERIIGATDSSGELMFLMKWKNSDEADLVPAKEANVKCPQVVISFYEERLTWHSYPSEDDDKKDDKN
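HP1-beta protein (50 nM final) preincubated 30 min at room temperature with biotinylated H3(1-18)K9me3 peptide (50 nM) in PBS pH 7.4, 0.01% Tween-20, then compound added for 30 min. AlphaScreen streptavidin donor/nickel chelate acceptor beads (10 ug/mL final), 30 min dark, luminescence read.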
PGK inhibitor: T. brucei PGK inhibition. PGK/GAPDH coupled, Kinase-Glo luminescence, 60 min. Potency, µM (titrated, usually from 57.5 µM), for the others: at the top dose activity change, negative = inhibition, hits mostly inhibitors. actives 0.043% (n = 380,000). AID 602233; also: potency is read from the fitted curve at half-maximal effect; % is scaled to controls: 0 for no effect and ±100 for the full control effect; nearly all actives have a fitted effect of over 60% in size
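Recombinant glycosomal PGK reaction used 1,3-bisphosphoglycerate generated in-well by GAPDH (100nM final) in 100mM TEA pH 7.6, 5mM MgCl2, 0.01% Tween-20. After 60 minutes at room temperature, ATP was read by Kinase-Glo Plus luminescence end-point.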
JMJD2A Tudor: blocks the human JMJD2A Tudor domain; actives 4.4% (n = 390,000); Potency, µM (titrated, usually from 114 µM), for inactives: at the top dose activity change, negative = inhibition, actives largely listed as inhibitors; O75164; AlphaScreen JMJD2A-Tudor / H3K4me3 peptide binding; also: potency is read from the fitted curve at half-maximal effect; % is scaled to controls: 0 for no effect and ±100 for the full control effect; nearly all actives have a fitted effect of over 50% in size
GLS inhibitor: glutaminase GLS (human) inhibition; GLS enzymatic activity, qHTS titration; Potency, µM (top dose mostly 45.5 µM), for the others: at the top dose activity change, negative = inhibition, actives largely listed as inhibitors; actives 0.21% (n = 410,000); AID 624170; also: potency is read from the fitted curve at half-maximal effect; % is scaled to controls: 0 for no effect and ±100 for the full control effect
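Two-point fluorescence kinetic (t0, 30 min RT) for hKGA; glutamate detected via glutamate oxidase–HRP–Amplex Red. Substrate: 1 mM L-glutamine solution; buffer 45 mM KH2PO4, pH 8.2.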
Pin1 inh: human Pin1 inhibition; actives 0.009% (n = 390,000); AID 504891; Potency, µM (series often up to 115 µM), for the others: at the highest dose activity, negative = inhibition, actives largely listed as inhibitors; Q13526; Pin1 FP peptide displacement, HiFluor488, 10 min; active = well fitted inhibition curve with a large enough effect in the polarisation, with a control signal flat, not every such curve was filed as active; inconclusive = small, poorly fitted or top-dose-only effect, or effect the other way, or a change in a side signal; inactive = no such curve, though single readings can be large or run the other way; the % refers to the polarisation; also: potency is read from the fitted curve at half-maximal effect; % is scaled to controls: 0 for no effect and ±100 for the full control effect
Target sequence (Q13526 whole entry, looked up): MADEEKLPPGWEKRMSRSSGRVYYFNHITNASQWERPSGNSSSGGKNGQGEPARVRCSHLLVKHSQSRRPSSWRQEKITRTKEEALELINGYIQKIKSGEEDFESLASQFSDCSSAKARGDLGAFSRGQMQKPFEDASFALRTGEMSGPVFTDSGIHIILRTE
Numbers without * were called inactive; i = inactive; ? = inconclusive; . = not tested or not shown; [ ] = another dose, or the depositor's remark. Unless noted, calls follow the shape of the dose curve; as a rule, active = well fitted curve in the direction sought with a large enough effect; inconclusive = small, poorly fitted or top-dose-only effect, or another doubt; inactive = no such curve, though single readings can be large; an effect the other way counts as inactive or inconclusive. Only part of the results is shown, so the mix of outcomes need not match the whole.

Sequence of screens: Pol eta inh	G9a block	PI4K2A inh	BAZ2B inh	HP1b binding inh	PGK inhibitor	JMJD2A Tudor	GLS inhibitor	Pin1 inh
Cc1ccc2sc(N(Cc3cccnc3)C(=O)C3COc4ccccc4O3)nc2c1C (centres undefined)
→ -30%	-5%[59 µM]	4	-3%	28%	0%	-16%	-1%	6%
CCc1ccccc1NC(=O)CN1C(=O)CCn2nc(-c3cccn3C)cc21
→ -13%	-28%[59 µM]	0	-36%	4%[57 µM]	-4%	-35%	4%	-1%
COC(=O)c1ccc(C(C(=O)NCc2ccccc2)N(Cc2ccco2)C(=O)c2cnccn2)cc1 (centres undefined)
→ -4%	26%[59 µM]	-1	-3%	17%	i	-20%	-6%	3%
CCOc1ccc2[nH]c(C)c(CN3CCCCCC3)c(=O)c2c1
→ 3%	.	3	12%	7%	7%	-20%	7%	0%
CCc1cccc(N(CC(=O)NCc2ccc(F)cc2)C(=O)c2csnn2)c1
→ -21%	21%	4	-4%	42%[activator]	0%	-4%	-17%	4%
O=C(CN1C(=O)c2cccc3cccc(c23)C1=O)NCCCO
→ -17%	24%	6	13%	26%	i	-6%	-7%	0%
COc1ccc(C2=NOC(CNC(=O)c3ccccc3Br)C2)c(OC)c1 (centres undefined)
→ -19%	-2%	2	-11%	50%[activator]	-5%	-9%	-1%	-2%
Cc1cc(C(=O)OCC(=O)Nc2ccc(F)cc2F)c(C)o1
→ -16%	-1%	-8	0%	27%	-2%	-11%	-11%	-9%
COc1ccc(C(=O)Nc2ncc3c(n2)-c2ccccc2CC3)cc1
→ 8%	.	5	?	12%	0%	-33%	-16%	-3%
CN(C)CCCN1C(=O)c2oc3ccc(Cl)cc3c(=O)c2C1c1cccnc1 (centres undefined)
→ -9%	50µM*	-5	-32%	21%	-2%	-8%	-6%	-1%
COCCOC(=O)c1c(C)n(C)c2ccc(OC(=O)c3ccccc3OC)cc12
→ -17%	7%	2	-3%	42%[activator]	.	-3%	2%	4%
O=[N+]([O-])c1cc2cccnc2c2ncccc12
→ 1%	.	-6	22µM*	20%	-10%	79µM*	7%	-2%
O=C(c1ccc2c(c1)N(Cc1ccc(F)cc1)C(=O)CS2)N1CCOCC1
→ 4%	?	2	-27%	26%	-1%	-7%	6%	-1%
CCOC(=O)NN1C(=O)c2ccccc2NC1(C)C
→ 5%	18%[59 µM]	-4	-5%	40%[activator]	0%	-2%	10%	5%
Cc1ncc(S(=O)(=O)c2ccccc2)c(-c2ccccc2Cl)n1
→ 6%	-6%	1	8%	26%	15%	7%	9%	1%
COc1ccc(N2CCN(C(=O)CCn3c(=O)c4cccn4c4cccnc43)CC2)cc1
→ -10%	-43%[59 µM]	2	-12%	26%	14%	-18%	-1%	1%
CCc1ccc(NC(=O)c2sc3nc(C)cc(C)c3c2NC(=O)c2ccccc2)cc1
→ 2%	7%[59 µM]	1	-15%	12%	-10%	-10%	-16%	?
CC(C)N1CC(C(=O)Nc2ccc(Cl)c([N+](=O)[O-])c2)CC1=O (centres undefined)
→ -12%	3%	0	-14%	25%	-5%	-12%	-1%	-11%
O=c1c2cn(Cc3ccc(F)cc3)c3ccc(F)cc3c-2nn1Cc1ccc(F)cc1
→ -16%	25%	0	0%	-20%	i	-20%	-11%	1%
CCOc1ccc(/C(O)=C2/C(=O)C(=O)N(CCOCCO)C2c2ccccc2)cc1 (centres undefined)
→ 2%	?	4	-14%	21%	-3%	-32%	13%	-12%

Limited to PGK inhibitor, GLS inhibitor and Pin1 inh, for some of the entries so far:
SMILES	PGK inhibitor	GLS inhibitor	Pin1 inh
CC(C)N1CC(C(=O)Nc2ccc(Cl)c([N+](=O)[O-])c2)CC1=O (centres undefined)	-5%	-1%	-11%
COc1ccc(N2CCN(C(=O)CCn3c(=O)c4cccn4c4cccnc43)CC2)cc1	14%	-1%	1%
O=c1c2cn(Cc3ccc(F)cc3)c3ccc(F)cc3c-2nn1Cc1ccc(F)cc1	i	-11%	1%
CCOC(=O)NN1C(=O)c2ccccc2NC1(C)C	0%	10%	5%

The list goes on.
Sequence of screens: Pol eta inh	G9a block	PI4K2A inh	BAZ2B inh	HP1b binding inh	PGK inhibitor	JMJD2A Tudor	GLS inhibitor	Pin1 inh
O=C(CSc1nc(C2CC2)nc2ccccc12)N1CCc2ccccc21
→ 5%	.	4	.	50%[activator]	-4%	-5%[11.4 µM]	-1%	-8%
Cc1nc(C)n(C(Oc2ccc(Cl)cc2Cl)C(=O)C(C)(C)C)n1 (centres undefined)
→ 0%	.	3	.	10%	-6%	-2%	0%	8%
Cc1cccc(C(C)C)c1NS(=O)(=O)c1cn(C)nc1C
→ -6%	-6%	-1	-15%	23%	-8%	-11%	2%	-4%
Cc1cc(C)n2c(Nc3cccc(C(F)(F)F)c3)c(-c3ccsc3)nc2n1
→ 0%	-8%[59 µM]	-1	-2%	24%	5%	2%	-6%	?
CC1C(=O)N2CCCc3cc(S(=O)(=O)N4CCN(c5ccc(F)cc5)CC4)cc1c32 (centres undefined)
→ 0%	3%	-1	-2%	16%	-4%	-11%	2%	?
CCC1CCCCN1CC(C)(C)NS(=O)(=O)c1ccccc1 (centres undefined)
→ -22%	7.1µM*	5	?	?	6%	4.5µM*	8%	0%
O=C(NC(O)C(=O)c1ccccc1)c1ccc(F)cc1 (centres undefined)
→ -3%	9%[59 µM]	2	5%	5%	-1%	-10%	3%	-4%
CCOc1ccc(Cn2nnc(C(=O)NCc3ccc(OC)cc3)c2N)cc1
→ -10%	-42%	6	2%	41%[activator]	-11%	-18%	-11%	25%
O=C(CC(NC(=O)OCc1ccccc1)C(=O)OCc1ccccc1)OCc1ccccc1 (centres undefined)
→ -22%	.	-1	.	80%[activator]	-8%	12%	2%	1%
C=CCn1c(=N)n(CC(=O)c2ccccc2)c2ccccc21
→ -24%	.	4	2%	47%[activator]	0%	6%	-18%	-7%
COc1ccc(Cl)cc1NC(=O)c1cc(S(=O)(=O)N2CCc3ccccc32)cn1C
→ 6%	?	-4	?	1%	2%	?	-20%	4%
Cc1sc2nc(C3CC3)nc(N3CCN(C(=O)c4ccccc4F)CC3)c2c1C
→ -15%	45µM*	-5	-38%	5%	-7%	-31%	0%	16%
CCC(Sc1nc2ccccc2c(=O)n1CCc1ccc(OC)c(OC)c1)C(=O)N(CC)CC (centres undefined)
→ -9%	1%[59 µM]	-2	-20%	47%[activator]	-5%	-14%	-8%	6%
O=S(=O)(CCn1cccc1)CCn1cccc1
→ -8%	15%[59 µM]	-5	-27%	24%	i	-28%	-4%	-10%
COc1cc(C=NNc2ccccc2)ccc1OC(=O)c1ccccc1
→ -10%	.	1	.	.	i	.	3%	.
O=C(CSC(=S)N1CCOCC1)c1ccccc1
→ -26%	7.1µM*	-10	9%	39%	-10%	4%	3%	0%
Cn1nc(C(F)(F)F)cc1C(=O)O
→ -2%	-40%[59 µM]	2	-3%	39%	0%	-16%	-8%	-6%
O=c1oc(-c2ccc(O)c(O)c2)cc2cc(O)cc(O)c12
→ 10µM*	.	-5	.	-2%	-7%	?	18µM*	?
N#Cc1ccc(C2=CC(=O)C[C@H](c3ccc(Cl)cc3)C2)cc1
→ -13%	-29%[0.501 µM]	3	-15%	22%	8%	-22%	8%	4%
CC(C)(Oc1ccc(Cl)cc1)C(=O)NC1CC1
→ 4%	-34%	1	-4%	0%	-1%	-9%	-2%	-7%
CCOC(=O)/C=C/C(=O)OCC(=O)Nc1ccc(C)cc1
→ -9%	5%	-2	-6%	-5%	-10%	-14%	5%	-1%
O=C(/C=C/c1ccccc1)Nc1ccc2c(c1)C(=O)NC2=O
→ -16%	-3%	-6	-6%	34%	-4%	-16%	-4%	0%
COc1cccc(CNc2nc3nc(C)cc(=O)n3[nH]2)c1
→ -6%	1%[59 µM]	-18	-3%	27%	-1%	-17%	-7%	-4%
Cc1ccc(CCNC(=O)c2ccc3c(c2)nc2n3CCC(C)C2)cc1 (centres undefined)
→ -5%	7%[59 µM]	-2	-2%	17%[57 µM]	i	-11%	-8%	2%

Some of the entries so far, tab-delimited:
SMILES	Pol eta inh	G9a block	PI4K2A inh	BAZ2B inh	HP1b binding inh	PGK inhibitor	JMJD2A Tudor	GLS inhibitor	Pin1 inh
O=C(c1ccc2c(c1)N(Cc1ccc(F)cc1)C(=O)CS2)N1CCOCC1	4%	?	2	-27%	26%	-1%	-7%	6%	-1%
CCOc1ccc2[nH]c(C)c(CN3CCCCCC3)c(=O)c2c1	3%	.	3	12%	7%	7%	-20%	7%	0%
Cn1nc(C(F)(F)F)cc1C(=O)O	-2%	-40%[59 µM]	2	-3%	39%	0%	-16%	-8%	-6%
CCc1ccc(NC(=O)c2sc3nc(C)cc(C)c3c2NC(=O)c2ccccc2)cc1	2%	7%[59 µM]	1	-15%	12%	-10%	-10%	-16%	?
CCC(Sc1nc2ccccc2c(=O)n1CCc1ccc(OC)c(OC)c1)C(=O)N(CC)CC (centres undefined)	-9%	1%[59 µM]	-2	-20%	47%[activator]	-5%	-14%	-8%	6%
